Screening results: PubChem, several laboratories
P. falciparum M17LAP – P. falciparum M17LAP inhibitors, primary screen, biochemical, fluorogenic H-Leu-NHMec substrate, 1536-well (AID 1619); hit rate 0.38% among 220,000; recombinant M17LAP, H-Leu-NHMec fluorogenic kinetic assay; higher % means a stronger effect; inhibition, % at 30 µM; hits with a dose series show IC50 in µM;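 active = compound inhibiting the enzyme by more than half at any dose during confirmatory dose-response retesting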;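 note: plate controls were full reaction with DMSO carrier for no effect and no enzyme background for full effect; strong numbers were not always called active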
M1AAP inhibition – P. falciparum M1AAP inhibitors, biochemical, fluorogenic H-Leu-NHMec substrate, 1536-well (AID 1445); recombinant M1AAP, H-Leu-NHMec fluorogenic kinetic assay; higher % means a stronger effect; inhibition, % at 30 µM; hits with a dose series show IC50 in µM; hit rate 0.42% among 220,000;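 active = primary inhibition above the hit cutoff, then over 50% inhibition at one or more dose response concentrations, cut at about 23% in these data, passing the limit was not always enough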;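 note: plate controls were DMSO full reaction for no effect and no enzyme background for full effect; strong numbers were not always called active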
West Nile antiviral – West Nile virus antiviral activity, cell-based, CPE readout (AID 1621); one-dose CPE inhibition, % at 10 µM; IC50 in µM for titrated hits; West Nile virus-infected cells, CPE inhibition; higher % means a stronger effect; hit rate 0.02% among 290,000; in the data active = a potency from the dose series; note: strong numbers were not always called active
RSV antiviral HEp-2 – RSV antiviral activity via CPE protection, HEp-2 cells, primary 10 µM value included (AID 2391); HEp-2 cells, RSV-induced CPE inhibition; higher % means a stronger effect; hit rate 0.13% among 310,000; one-dose CPE inhibition, % at 10 µM; IC50 in µM for titrated hits; in the data active = a potency from the dose series; note: strong numbers were not always called active
human PMI inhibition – inhibitors of human PMI, primary screen, biochemical, fluorescence intensity, coupled assay (AID 1209) | hit rate 0.42% among 190,000 | purified PMI enzyme, coupled fluorescence intensity; higher % means a stronger effect | one-dose inhibition, % at 20 µM; IC50 in µM for titrated hits | Mannose-6-phosphate isomerase (Homo sapiens);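 note: plate controls were DMSO vehicle for no effect and wells lacking substrate for full effect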
PMI inhibition – human PMI inhibitors, high substrate, primary screen, biochemical, fluorescence intensity, high mannose 6-phosphate (AID 1220) | Mannose-6-phosphate isomerase (Homo sapiens) | hit rate 0.66% among 190,000 | recombinant PMI enzyme, coupled fluorescence intensity; higher % means a stronger effect | inhibition, % at 20 µM, or IC50 in µM where a hit was titrated
T cell modulator – modulators of CD8 T cell-vesicle binding, primary screen, mouse 2C CD8+ T cells, flow cytometry. 2C CD8+ T cell-vesicle binding; stronger effect = lower value. hit rate 0.068% among 330,000. calls only at 7 µM;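 active = response, share of CD8 T cells binding vesicles, and their 90th percentile fluorescence all below set limits, cut at about 80% in these data, passing the limit was not always enough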
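Also added: QL9-peptide-loaded Drosophila micro-vesicles bearing Ld, ICAM-1 and B7-1; Test system: purified 2C TCR transgenic mouse naive CD8+ T cells; Measured by: cytometric PE anti-B7-1 and Alexa647 anti-CD8 signals after 1% paraformaldehyde fixation; Timing: binding step 1.5 h, 37 °C, antibody labelling 20 min, ice.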
UTI89 phage lysis – inhibition of K1F phage lysis, E. coli UTI89, bacterial capsule biogenesis inhibitors, alamar blue (AID 488966). E. coli UTI89 K1F phage lysis, alamar blue, 2 h; higher % means a stronger effect. one-dose inhibition, % at 100 µM; IC50 in µM for titrated hits. hit rate 0.02% among 340,000;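 active = phage lysis inhibition, versus mean bacterial control, above a set limit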;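 note: capsule biogenesis inhibitors block K1F phage lysis so surviving cells raise fluorescence; higher fluorescence means more inhibition of phage lysis; actives were called in the ten point dose series up to 300 µM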
TNAP activators – human TNAP enzyme activators, primary screen, biochemical, luminescent, no phosphate acceptor, uHTS (AID 1001); Alkaline phosphatase, tissue-nonspecific isozyme (Homo sapiens); purified TNAP, luminescent activation assay, no phosphate acceptor; higher activation fold means a stronger effect; activation fold at 20 µM; hits with a dose series show EC50 in µM; hit rate 0.03% among 200,000; in the data active = activation fold from about 3, or a potency from the dose series; inactive = the rest, 99 in 100 with activation fold below about 1.6; note: many of its hits are not listed in these tables
T cell modulator vesicle-bound % – recorded beside T cell modulator, whose call it bears; double positive events, %; measured here: CD8+ vesicle-bound cell fraction;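 binding gate set so that unloaded-vesicle control wells show 10% double positive cells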
* marks the source's active call; other numbers are inactive results; i = inactive; · = not tested or not shown; [ ] = dose if it differs, or a comment. Cut-off read from the data, not from the text of the source, unless noted: active = inhibition above about 50%; inactive = the rest.

SMILES | P. falciparum M17LAP | M1AAP inhibition | West Nile antiviral | RSV antiviral HEp-2 | human PMI inhibition | PMI inhibition | T cell modulator | T cell modulator vesicle-bound % | UTI89 phage lysis | TNAP activators
COc1cc(CNC(=O)c2ccccc2NC(=O)C2=C(C)OCCS2)cc(OC)c1OC | · | · | 0.1% | 3.4% | · | · | i | 50.4 | 0.1% | ·
O=C(Cc1ccc(F)cc1)N1CCC(CC2CC(c3cccc(Br)c3)=NO2)(C(=O)NCC2CCCCC2)CC1 (stereo not drawn) | · | · | -1.2% | -2.9% | · | · | i | 41.8 | 0.1% | ·
O=[N+]([O-])c1ccc(OCC(O)CN(C2CCCCC2)C2CCCCC2)cc1 (stereo not drawn) | -2.2% | 6.6% | -0.7% | 0.2% | -3.1% | -9.1% | i | 39.4 | 2.2% | 1.1
CC(=O)c1cc(CN2CCC(n3nccc3NC(=O)c3ccccc3)CC2)cs1 | · | · | -0.6% | -0.6% | · | · | i | 69.2 | 0.2% | ·
O=S(=O)(Nc1ncccn1)c1ccccc1 | · | · | 0.1% | 0.9% | · | · | i | 31.3 | 0.3% | ·
Nc1c(C(=O)c2ccco2)oc2ccccc12 | 6.1% | 3.6% | 0.7% | 3.8% | -1.1% | -5.9% | i | 23.5 | · | 1
O=C(O)c1cc2ncc(-c3[nH]ncc3[N+](=O)[O-])cn2n1 | 15.3% | 3.6% | 0.1% | 0.5% | -11.0% | 7.9% | i | 57.8 | -0.2% | 1.2
CCOc1ccc(CCNC(=O)c2cc([N+](=O)[O-])ccc2N2CCOCC2)cc1OCC | · | · | -0.6% | 0.4% | · | · | i | 9.4 | 0.6%[50 µM] | ·
CCC(C)C(NC(=O)c1ccc(Cl)cc1Cl)C(=O)O (stereo not drawn) | 4.7% | 2.7% | 0.3% | 4.3% | -10.7% | 1.7% | i | 51.1 | 2.1% | 1.1
CCOC(=O)N1CCC(N2C(=O)c3ccccc3C2Nc2ccc(S(=O)(=O)N3CCOCC3)cc2)CC1 (stereo not drawn) | 2.7% | 1.3% | -0.3% | 2.7% | -13.4% | 0.1% | i | 21.6 | 0.1% | 1.1
O=C(CCc1n[nH]c(=O)[nH]c1=O)N/N=C/c1ccc(Br)o1 | 15.2% | -1.9% | -0.5% | 2.9% | -16.7% | -12.8% | i | 63.7 | 0.4% | 1.1
O=C(CN1CCN(CC(=O)Nc2ccccc2F)CC1)Nc1ccc2c(c1)OCCO2 | -5.7% | 8.6% | -0.4% | 0.6% | -25.8% | -5.4% | i | 52.9 | 0.0% | 1.1
CCNc1ccc(C(=O)O)cc1N | 20.3% | 1.0% | -0.2% | 2.0% | 31.0% | 31.8% | i | 51.2 | 0.4%[50 µM] | 1.1
O=C(COc1ccccc1F)N1CCN(S(=O)(=O)/C=C/c2ccccc2)CC1 | 0.3% | -1.2% | -0.5% | -0.7% | 18.6% | -5.5% | i | 12.8 | 1.3% | 1.1
CCCc1nc(SCC(=O)N2CCCC2)c2ccccc2n1 | 10.5% | 7.0% | 0.6% | -0.4% | 5.4% | 0.9% | i | 29.8 | -0.1% | 1.1
O=C(Nc1ccc2c(c1)oc1ccccc12)C1CC1 | -3.2% | -1.3% | 0.2% | 6.5% | 7.9% | 4.9% | i | 55.9 | 0.7% | 1.1
COc1ccc(-n2nnnc2SCC(=O)NCc2cccs2)cc1 | 10.4% | -1.6% | -0.8% | -1.3% | 0.3% | -9.6% | i | 40.6 | 0.2% | 1.1
COc1ccc(S(=O)(=O)N2CCN(c3ccc(F)cc3)CC2)cc1C(=O)N1CCCC1 | · | · | -1.3% | 0.9% | · | · | i | 39.9 | 0.0% | ·
COC(=O)CSc1nccc(-c2ccc(F)cc2)c1C#N | -1.1% | -0.6% | 0.2% | 2.2% | 17.6% | 18.0% | i | 34.4 | -0.1% | 1.1
COc1ccc(NS(=O)(=O)c2ccc(Cl)c(C(=O)O)c2)cc1S(=O)(=O)N1CCCCC1 | 3.3% | 10.3% | 0.9% | -0.2% | -33.4% | -14.9% | i | 31.3 | -0.2% | 1
O=Cc1cnc2ccccc2c1-c1ccccc1 | · | · | -0.5% | 2.1% | · | · | i | 59.0 | -0.6% | ·
O=C(CSc1nc(-c2ccccc2Cl)ns1)NCc1ccc2c(c1)OCO2 | -10.8% | 1.2% | -0.7% | 1.1% | 13.0% | -0.1% | i | 52.6 | -1.2% | 1.2
COc1ccccc1CN(C)C(=O)C1(c2ccc(Cl)cc2)CC1 | 12.1% | -0.8% | -1.1% | 4.8% | 6.3% | 5.7% | i | 49.1 | 0.9%[50 µM] | 1.1
COc1ccc(CNc2nc3ccccc3n2CCN2CCCCC2)c(OC)c1 | -6.8% | 1.6% | -2.0% | 6.7% | -3.9% | 0.7% | i | 19.4 | 0.7% | 1.1
Cc1ccc(C(c2nnnn2C2CCCC2)N2CCN(c3nc4ccccc4s3)CC2)cc1 (stereo not drawn) | · | · | -1.2% | 6.1% | · | · | i | 25.3 | -1.6% | ·
Cc1sc2ncnc(SCC(=O)NC3CCCC3)c2c1C | · | · | 0.8% | 17.4% | · | · | i | 17.3 | -0.3% | ·
N#C/C(=C\c1cn(Cc2ccccc2F)c2ccccc12)C(=O)NCc1ccco1 | 13.8% | 6.6% | -0.2% | 1.5% | 4.5% | -5.8% | i | 37.8 | 1.7% | 0.8
CC(=O)c1cc(C#N)c(N(C)Cc2ccccc2)nc1C | -0.2% | 2.2% | -1.0% | -1.8% | 7.4% | 6.2% | i | 41.3 | -0.4% | 1.1
COc1ccccc1CCNC(=O)C(=O)NCC1OCCN1S(=O)(=O)c1cc(F)ccc1F (stereo not drawn) | · | · | -1.1% | 0.5% | · | · | i | 30.1 | 0.1% | ·
CCC(CC)Nc1ccc(C(CC(N)=O)NC(=O)Cc2ccc(Br)cc2)cc1[N+](=O)[O-] (stereo not drawn) | -4.5% | 2.8% | 0.1% | 2.9% | · | · | i | 14.7 | 0.8% | ·
Cc1cc(NC(=O)CN2CCCCC2C)no1 (stereo not drawn) | 15.1% | 7.6% | 0.3% | 1.6% | 11.2% | 0.1% | i | 10.9 | -0.1% | 1.1
Clc1ccc(-c2nnc(C3CCCCC3)o2)cc1 | -9.0% | -5.8% | 0.3% | 4.2% | -0.7% | -2.3% | i | 37.8 | 0.6% | 1.1
O=C(O)CCCC(=O)Nc1ccc(-n2ccc(C(F)(F)F)n2)cc1 | -2.0% | 1.0% | -0.1% | -1.2% | · | · | i | 23.3 | 0.1% | ·
CCC(C)NC(=O)CCC(=O)NNc1nc2ccccc2c2nc(C)nn12 (stereo not drawn) | -13.9% | 11.4% | 0.6% | 0.4% | 10.3% | 3.5% | i | 52.0 | 2.0%[50 µM] | 2.5
CCCOc1ccc(CNC(=O)Cc2cccs2)cc1 | · | · | -0.3% | 0.9% | · | · | i | 45.4 | 0.1% | ·
CCCCc1c(C)nc2cc(-c3ccco3)[nH]n2c1=O | 1.1% | 1.7% | 0.1% | 2.4% | · | · | i | 15.1 | 3.9% | ·
O=C(O)c1cc([N+](=O)[O-])ccc1N1CCC(Cc2ccccc2)CC1 | -45.0% | 19.1% | 0.2% | 1.5% | 7.3% | -5.1% | i | 64.2 | 0.0% | 0.9
CN(c1ccccc1C(N)=O)S(=O)(=O)c1ccccc1 | 8.8% | 4.6% | 0.2% | -0.6% | -9.5% | -11.1% | i | 36.5 | 1.4% | 1
Cc1cc(Nc2ccccc2C(=O)O)nc2nc3ccccc3c(=O)n12 | 1.9% | 1.1% | 0.3% | -1.1% | 1.2% | 1.5% | i | 32.7 | 0.6% | 1.1
C=C1CSc2nc(=O)c3c(C)c(C)sc3n21 | -0.1% | 7.0% | 0.5% | · | 4.5% | 2.7% | · | · | 0.0% | 1.1
O=C(CSc1nnc(CNC(=O)c2c(F)cccc2F)o1)Nc1ccc2c(c1)OCO2 | · | · | 1.3% | 3.0% | · | · | i | 9.1 | 0.5% | ·
O=[N+]([O-])c1cc(-c2ccc(/C=N/n3cnnc3)o2)ccc1Cl | · | · | -0.6% | 9.0% | · | · | i | 60.1 | -1.4% | ·
Cc1cc(C)n(CCCN2C(=O)c3cccc4cccc(c34)C2=O)n1 | 2.8% | 7.8% | -1.0% | 1.1% | 1.0% | -0.6% | i | 58.7 | 0.0% | 1
CC(=O)c1ccc(NC(=O)N2CCN(c3cccc(Cl)c3)CC2)cc1 | 1.7% | 9.8% | 0.9% | 22.3% | 9.9% | 6.5% | i | 13.5 | 0.6% | 1
Cc1ccc2c(c1)N(C(C)C(=O)NCc1ccc3c(c1)OCO3)C(=O)CO2 (stereo not drawn) | -0.9% | -4.5% | -0.3% | -0.4% | · | · | i | 22.7 | 0.1% | ·
CC(=O)c1ccc(C(=O)N2CCCC(C(=O)c3ccc(Cl)cc3)C2)s1 (stereo not drawn) | · | · | -0.5% | 0.8% | · | · | i | 59.0 | -0.2%[50 µM] | ·
C=CCNC(=O)/C(=C/c1cccc([N+](=O)[O-])c1)NC(=O)c1ccco1 | -24.8% | -1.7% | 0.1% | 1.3% | 4.8% | 1.0% | i | 13.8 | 0.7% | 1
O=C(c1ccc(COc2ccccc2Cl)o1)N1CCOCC1 | · | · | -0.1% | 1.2% | · | · | i | 20.2 | 0.1% | ·
CC(C)N1CCN(Cc2ccc(OCc3ccccc3)cc2)CC1CCO (stereo not drawn) | · | · | -1.2% | -3.1% | 5.5% | 3.4% | i | 26.0 | 0.3% | 1
COC(=O)c1cc(NC(=O)Cc2ccccc2[N+](=O)[O-])cc(C(=O)OC)c1 | 2.3% | 4.8% | 0.7% | -0.3% | 12.2% | 13.5% | i | 7.9 | 1.9% | 1.1
CCOC(=O)CC1(NC(=O)C2CCC(=O)N(CCc3ccccc3)C2)CCCCC1 (stereo not drawn) | · | · | -0.6% | 0.2% | · | · | i | 9.3 | 4.0% | ·
CC(NCc1ccc(OCc2ccc(Cl)cc2)cc1)C(O)c1ccccc1 (stereo not drawn) | 5.5% | 1.6% | 0.0% | -4.9% | 6.2% | 6.2% | i | 43.1 | 0.6%[50 µM] | 1.1

Arranged by length of the SMILES (falling): some entries from above.
SMILES | P. falciparum M17LAP | M1AAP inhibition | West Nile antiviral | RSV antiviral HEp-2 | human PMI inhibition | PMI inhibition | T cell modulator | T cell modulator vesicle-bound % | UTI89 phage lysis | TNAP activators
COC(=O)c1cc(NC(=O)Cc2ccccc2[N+](=O)[O-])cc(C(=O)OC)c1 | 2.3% | 4.8% | 0.7% | -0.3% | 12.2% | 13.5% | i | 7.9 | 1.9% | 1.1
C=CCNC(=O)/C(=C/c1cccc([N+](=O)[O-])c1)NC(=O)c1ccco1 | -24.8% | -1.7% | 0.1% | 1.3% | 4.8% | 1.0% | i | 13.8 | 0.7% | 1
O=C(CSc1nnc(CNC(=O)c2c(F)cccc2F)o1)Nc1ccc2c(c1)OCO2 | · | · | 1.3% | 3.0% | · | · | i | 9.1 | 0.5% | ·
